# 3T3 cytotox = cytotoxic compounds in NIH 3T3 cells; NIH 3T3 viability, CellTiter-Glo ATP luminescence, 48-72 h; Potency, µM (doses to about 96.7 µM), for the others: at the highest dose activity change, negative = cytotoxicity, most hits filed as inhibitors; hit rate 4.3% among 94,000; AID 1345082; note: potency is the fitted concentration of half-maximal effect; nearly all actives have a fitted effect of over 55% in size
#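 NIH 3T3 cells at 400 cells/well received 23 nL of compound by pintool and were incubated 48 or 72 h at 37 °C. Viability was read as ATP-coupled CellTiter-Glo luminescence.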
# GPT2 inh = GPT2 alanine aminotransferase inhibition. Q8TD30. Recombinant GPT2, coupled pyruvate oxidase/HRP Amplex Red fluorescence. Potency, µM (doses to about 57.7 µM), for inactives: top-dose activity change, negative = inhibition, hits mostly inhibitors. hit rate 0.25% among 100,000. AID 1671188; note: potency is the fitted concentration of half-maximal effect; nearly all actives have a fitted effect of over 60% in size; many of its hits are not listed in these tables
# Target sequence (Q8TD30 whole entry, looked up): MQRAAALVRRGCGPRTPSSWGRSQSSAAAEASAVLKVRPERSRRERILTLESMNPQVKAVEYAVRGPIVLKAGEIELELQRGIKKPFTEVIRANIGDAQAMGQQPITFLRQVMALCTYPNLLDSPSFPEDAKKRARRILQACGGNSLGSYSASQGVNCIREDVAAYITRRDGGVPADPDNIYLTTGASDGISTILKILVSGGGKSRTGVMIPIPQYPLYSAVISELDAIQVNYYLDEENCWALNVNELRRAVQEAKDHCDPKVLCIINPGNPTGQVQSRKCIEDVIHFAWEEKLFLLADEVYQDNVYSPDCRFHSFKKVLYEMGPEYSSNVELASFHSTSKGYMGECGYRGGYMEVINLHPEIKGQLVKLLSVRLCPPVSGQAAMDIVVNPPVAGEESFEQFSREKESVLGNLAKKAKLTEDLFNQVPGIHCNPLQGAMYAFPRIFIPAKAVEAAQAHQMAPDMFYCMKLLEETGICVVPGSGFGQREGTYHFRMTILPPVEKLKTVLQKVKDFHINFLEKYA
#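 Inhibition is scored from Amplex Red fluorescence generated when pyruvate oxidase and HRP act on pyruvate released by GPT2. Reactions contain 10ng/uL enzyme, 250uM a-KG and 2mM L-alanine and run 30 min at room temperature.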
# SNCA expr inhib = reduces expression of the alpha-synuclein gene | HEK-293 SNCA-luciferase knock-in, luminescence, 24 h | Potency, µM (top dose mostly 57.2 µM), for inactives: at the highest dose activity change, negative = inhibition, usual class: inhibitors | hit rate 0.17% among 140,000;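 note: potency is the fitted concentration of half-maximal effect; plate controls were DMSO cells for no effect and cell-free wells for full effect; nearly all actives have a fitted effect of over 45% in size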
# IP6K1 inhibitor = IP6K1 kinase inhibition; IP6K1 kinase, ADP-Glo luminescence, 2 h; active compounds read low; activity change, % (series mostly up to about 58 µM); hit rate 0.81% among 140,000; AID 1645851; in the data active = activity change below about -25%
#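 ADP-Glo luminescence measures ADP made by human IP6K1 during a 2 h RT reaction with ATP/IP6 (mix at 1.3 mM/130 uM); top library doses 57.5 and 19.1 uM final.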
# Luciferase inh = Photinus pyralis luciferase inhibition; P08659; purified P. pyralis luciferase, luminescence, biochemical; Potency, µM (highest dose often 115 µM), without a hit: at the top dose activity change, negative = inhibition, usual class: inhibitors; hit rate 2.5% among 76,000; note: potency is the fitted concentration of half-maximal effect; nearly all actives have a fitted effect of over 65% in size
# Target sequence (P08659 whole entry, looked up): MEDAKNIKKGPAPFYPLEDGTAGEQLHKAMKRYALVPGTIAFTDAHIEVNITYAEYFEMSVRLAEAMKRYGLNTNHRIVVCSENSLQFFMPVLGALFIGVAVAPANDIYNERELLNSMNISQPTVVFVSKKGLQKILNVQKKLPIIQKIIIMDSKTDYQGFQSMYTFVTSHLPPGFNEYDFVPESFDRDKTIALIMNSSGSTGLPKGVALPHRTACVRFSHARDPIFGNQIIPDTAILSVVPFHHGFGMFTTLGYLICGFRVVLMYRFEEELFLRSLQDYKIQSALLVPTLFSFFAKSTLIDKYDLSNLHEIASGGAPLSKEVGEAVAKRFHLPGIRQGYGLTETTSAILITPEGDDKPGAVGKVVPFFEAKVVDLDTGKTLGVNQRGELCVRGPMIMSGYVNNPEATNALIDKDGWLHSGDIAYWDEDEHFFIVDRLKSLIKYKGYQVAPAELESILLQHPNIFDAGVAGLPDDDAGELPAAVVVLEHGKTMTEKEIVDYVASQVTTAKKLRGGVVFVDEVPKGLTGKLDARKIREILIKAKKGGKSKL
#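 Luminescence read by CCD imager after adding enzyme (10nM final) to wells holding compound, titrated in qHTS. Substrates 10uM each D-luciferin and ATP; buffer 50mM Tris acetate pH 7.5, 10mM Mg acetate, Tween-20, BSA.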
# HEK293 viab = reduces viability of HEK-293 SNCA reporter cells; HEK-293-SNCA-luc viability, GF-AFC fluorescence, 24 h; Potency, µM (doses to about 57.1 µM), for inactives: top-dose activity change, negative = cytotoxicity, usual class: cytotoxic; hit rate 0.12% among 150,000; AID 1671193;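 note: potency is the fitted concentration of half-maximal effect; 0% = DMSO-treated cells and -100% = medium-only wells without cells; nearly all actives have a fitted effect of over 30% in size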
#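 Cytotoxicity counterscreen: after 24 h compound treatment of genome-edited SNCA-luciferase HEK-293 cells, live-cell protease substrate GF-AFC read by fluorescence after 30 min; activity scaled between DMSO (0%) and medium-only (-100%), curves Hill-fitted.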
# HEK293 tox = HEK 293 cell cytotoxicity | hit rate 6.6% among 94,000 | HEK 293 viability, ATP luminescence (CellTiter-Glo), 48-72 h | Potency, µM (top dose mostly 115 µM), for inactives: at the highest dose activity change, negative = cytotoxicity, usual class: inhibitors; note: potency is the fitted concentration of half-maximal effect; nearly all actives have a fitted effect of over 60% in size
#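 HEK 293 seeded at 250 cells/well receive compound via pintool. After 48 or 72 hr at 37 degree Celsius, 5% CO2 and 95% humidity, CellTiter-Glo is dispensed and luminescence read following 10 min at room temperature.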
# An asterisk follows results filed as active; i = inactive; ? = inconclusive; · = not tested or not shown; [ ] = dose if it differs, or a comment. Unless noted, calls come from the whole dose curve; as a rule, active = well fitted curve in the direction sought with a large enough effect; inconclusive = small, poorly fitted or top-dose-only effect, or another doubt; inactive = no such curve, though single readings can be large; an effect the other way counts as inactive or inconclusive. Unless noted, % is set by controls: 0 for no effect and ±100 for the full control effect.
SMILES,3T3 cytotox,GPT2 inh,SNCA expr inhib,IP6K1 inhibitor,Luciferase inh,HEK293 viab,HEK293 tox
Cc1c(C(=O)N2C[C@@H](CN(C)C)C[C@H](CO)C2)n(C)c2c(C)cccc12,-20%,-2%,6%,-2,-15%,-4%,-20%
CC(C)Cc1ccc(CN2CCC3(Cc4ccccc4CNC3=O)C2)cc1 (configuration not stated),?,i,5%,-5,·,15%,-38%
CCN(Cc1ccc(C)o1)C(=O)C(C)n1ccnc1C(C)C (configuration not stated),-15%,-6%,7%,14,8%,6%,-6%
COc1cccc(-c2nc3c(c(SCC(=O)Nc4cccc(C)c4C)n2)Cc2c(CO)cnc(C)c2O3)c1,·,·,-3%,-3,·,5%,·
CCCN(Cc1cc2cc(C)ccc2[nH]c1=O)C(=O)c1cccc(Cl)c1,·,·,-10%,25,·,0%,·
COC(=O)c1cc2oc3ccccc3c2n1Cc1ccc(C)cc1,·,·,31%[activator],1,·,-1%,·
Cc1c(CNC(=O)c2ccc3c(c2)[nH]c(=O)n3C2CCC(O)CC2)cnn1C (configuration not stated),-24%,1%,-19%,4,-9%,-9%,-22%
COc1cccc(NCc2nnc(C(=O)N3CCC[C@@H]3C(c3ccccc3)c3ccccc3)n2-c2cccnc2)c1,?,-8%,4%,-9,-1%,-8%,?
CS(=O)(=O)c1ccc(CN2C[C@H](O)C[C@H]2c2nc(-c3cccnc3)no2)cc1,-26%[138 µM],1%[88.5 µM],33%[87.6 µM],2,-14%[172 µM],-8%[87.6 µM],4%[172 µM]
Cn1ncc(N2CCCC(C(=O)N3CCN(C(=O)c4ccco4)CC3)C2)cc1=O (configuration not stated),2%,-7%,-1%,20,-7%,3%,4%
Cc1ccc(-n2ncc3c(N4CCC(Cc5ccccc5)CC4)ncnc32)cc1C,·,·,-16%,6,·,6%,·
Cc1nc2c(c(-c3ccc(Cl)cc3)n1)CCN(C(=O)Cc1ccccn1)CC2,-10%,i,16%,6,3%,-1%,i

# An excerpt from above in order of SMILES length, descending:
SMILES,3T3 cytotox,GPT2 inh,SNCA expr inhib,IP6K1 inhibitor,Luciferase inh,HEK293 viab,HEK293 tox
Cc1c(C(=O)N2C[C@@H](CN(C)C)C[C@H](CO)C2)n(C)c2c(C)cccc12,-20%,-2%,6%,-2,-15%,-4%,-20%
Cc1nc2c(c(-c3ccc(Cl)cc3)n1)CCN(C(=O)Cc1ccccn1)CC2,-10%,i,16%,6,3%,-1%,i
COC(=O)c1cc2oc3ccccc3c2n1Cc1ccc(C)cc1,·,·,31%[activator],1,·,-1%,·

# Later entries
SMILES,3T3 cytotox,GPT2 inh,SNCA expr inhib,IP6K1 inhibitor,Luciferase inh,HEK293 viab,HEK293 tox
O=C(NCCCN1CCCC1=O)C1Cn2cccc2C(=O)N1Cc1cccnc1 (configuration not stated),2%,-10%,-16%,-13,-3%,-3%,i
CS(=O)(=O)c1ccc(CN2CCC[C@H]2c2nc(-c3ccc(N4CCC(C(N)=O)CC4)nc3)no2)cc1,-8%,-10%,5%,7,3%,2%,-13%
O=C(Nc1ccc(F)c(F)c1)c1ccc(F)c(S(=O)(=O)N2CCC3(CC2)OCCO3)c1,·,·,0%,7,·,-3%,·
CN(C)C[C@@H]1CN(C)C[C@H]1NC(=O)c1ccccc1C(F)(F)F,-8%,i,-11%,-11,-2%,7%,-1%
Cc1nc(-c2ccncc2)ncc1C(C)NC(=O)CN1C(=O)CNC1=O (configuration not stated),-2%,-3%,20%,19,0%,-15%,-23%
Cc1ccc(-c2ccc3nnc(CNC(=O)c4ccc(F)cc4)n3n2)cc1,-17%,i,1%,5,-4%,-1%,?
Cc1ccc2c(CC(=O)Nc3ccc(S(=O)(=O)N4CCCCC4)cc3)coc2c1,·,·,?,8,·,1%,·
CCNC(=O)Nc1ccc(OCC(=O)N2CCN(c3ccccc3Cl)CC2)nc1,-9%,i,-16%,24,-17%,5%,-14%
N#Cc1cccc(C(=O)N2CCC(N3C[C@H](Oc4ccccc4)[C@@H]3c3ccncc3)CC2)c1,?,?,6%,8,·,?,?
O=C([C@@H]1Cc2nc[nH]c2CN1Cc1cccc(OC(F)(F)F)c1)N1CCOCC1,-3%[174 µM],?,-21%[87.6 µM],7,11%[172 µM],4%[87.6 µM],?
CC(C)(C)OC(=O)N1CCC(c2c(C(=O)NCCc3ccsc3)cnn2-c2ccc(F)cc2F)CC1,·,·,9%,-12,·,-12%,·
Nc1c(C(=O)Nc2ccc(OC(F)(F)F)cc2)nnn1Cc1ccccc1,·,·,-7%,6,·,1%,·
C[C@]1(CO)[C@H]2Cc3sc(NC(=O)c4ccco4)nc3[C@@H](CC(=O)Nc3ccccc3)[C@]2(C)CC[C@H]1O,?,-4%,2%,-4,-15%,-9%,?
C[C@]12CCC(=O)C=C1C=C[C@@H]1[C@@H]2CC[C@@]2(C)[C@H]1CC[C@@]21CCC(=O)O1,·,-6%,-49%[25.6 µM],23,·,-8%[23.9 µM],·
CC(C)Nc1cc(CC2CC(=O)N(c3ccccc3)C2)ncn1 (configuration not stated),i,-1%,3%,2,0%,-6%,2%
CCCS(=O)(=O)N1CCC2(CCCN(Cc3cccc(F)c3F)C2=O)C1 (configuration not stated),-24%,?,-14%,2,-6%,11%,?
COc1cc2c(=O)n(Cc3ccccc3)c(=O)n(CC(=O)Nc3cc(C(F)(F)F)ccc3Cl)c2cc1OC,·,·,-11%,22,·,6%,·
CCNC(=O)[C@@H]1CCCN1C(=O)[C@H](CCCN=C(N)N)NC(=O)[C@H](CC(C)C)NC(=O)[C@@H](C)NC(=O)[C@H](Cc1ccc(O)cc1)NC(=O)[C@H](CO)NC(=O)[C@H](Cc1c[nH]c2ccccc12)NC(=O)[C@H](Cc1cnc[nH]1)NC(=O)[C@@H]1CCC(=O)N1,·,i,·,-4,·,-8%[23.9 µM],·
COc1ccc(CCC(=O)N2CCCC(c3nc(-c4cccnc4)no3)CCNC(=O)CC2)cc1 (configuration not stated),-27%,3%,-19%,15,-4%,-1%,-15%
O=C(Nc1ccc(F)cc1F)N1CCC2(CC1)SCC(=O)N2c1ccc(F)cc1,-15%,i,-4%,2,-5%,4%,-10%
Cc1cc(C)c(CNC(=O)c2nc(-c3ccccc3)cc3c2ccn3C(C)C)c(=O)[nH]1,?,i,-17%[87.6 µM],45,14%[172 µM],-25%[87.6 µM],?
COCCNC(=O)c1nc2sccn2c1Br,3%[138 µM],-4%[88.5 µM],-23%[87.6 µM],-6,1%[172 µM],1%[87.6 µM],0%[172 µM]
C[C@@H]1CCC2C(C)(C)[C@H](O)CC[C@]2(C)[C@@]12Cc1c(O)cc3c(c1O2)CN([C@@H](CCC(=O)O)C(=O)O)C3=O (some centres not stated),·,0%[27.3 µM],·,19,·,3%[23.9 µM],·
Cc1cc(=O)n(CC(=O)Nc2ccc(Cl)cc2)c(N2CCc3ccccc3C2)n1,?,i,?,17,9%,-14%,?
C=CCc1ccc(O[C@@H]2O[C@H](CO[C@@H]3O[C@H](CO)[C@@H](O)[C@H](O)[C@H]3O)[C@@H](O)[C@H](O)[C@H]2O)c(O)c1,·,i,·,8,·,-1%[23.9 µM],·
COc1cccc(CC(=O)N2CCN(C(=O)c3nnn4c3COC(c3ccc(F)cc3)C4)CC2)c1 (configuration not stated),-29%,4%,-7%,-6,-11%,9%,-24%
Cc1cccc(CN2CCC(C(=O)N3CCCCCCNC(=O)CC3)CC2)c1,-18%,-6%,6%,-4,-13%,-8%,-2%
Cc1ccc(C(=O)Nc2ccc(-n3c(C)nc4ccccc4c3=O)cc2)cc1[N+](=O)[O-],·,·,?,47,·,-27%,·
CCOc1ccccc1NC(=O)CSc1nccn1-c1cccc(C)c1,·,·,-15%,-15,·,-3%,·
CCOC(=O)c1cc2cc(NCC3=CC(C)(C)COc4ccc(OC)cc43)ccc2o1,-35%,·,·,14,·,·,?
CCCn1ncc(C(=O)N2CCOCC2CC(=O)N2CCSCC2)c1C (configuration not stated),2%,2%,0%,-8,-12%,7%,i
O=C(CCCn1c(=O)c2ccccc2n(Cc2cccc(F)c2)c1=O)NCc1ccccc1Cl,·,·,23%,-13,·,6%,·
Cc1ncccc1C(=O)N1CCC(C(=O)N2CCCCCCNC(=O)CC2)CC1,i,i,-14%,-8,1%,-3%,-9%
O=C(NCc1ccco1)c1ccc(Cn2c(SCc3ccccc3F)nc3cccnc32)cc1,·,·,26%,-22,·,?,·
O=C(NCc1ccccn1)C1CCCCN1Cc1ccc(-c2ccsc2)cc1 (configuration not stated),40µM*,?,-2%,-9,·,1%,40µM*
Cc1cc(C)c(NC(=O)Cn2c(=O)n(Cc3ccc(C(=O)NCc4ccco4)cc3)c(=O)c3sccc32)c(C)c1,·,·,25µM*,10,·,?,·
Cc1nncn1C1CCN(S(=O)(=O)c2ccc(Cl)cc2)CC1,i,i,9%,4,-4%,16%,12%
Cc1noc2c(NCCN(C)C)cc(-c3ccc(Cl)cc3)nc12,25µM*,i,?,3,-2%[172 µM],-16%[87.6 µM],45µM*
O=C(Nc1cccc(C(=O)OCc2cc(=O)n3nc(C4CC4)sc3n2)c1)c1cccc(Cl)c1,·,·,36%[activator],-1,·,-7%,·
O=c1c2nc(Nc3cccc(F)c3)ccc2ncn1-c1ccccc1,·,0%[88.5 µM],8%[87.6 µM],-7,·,3%[87.6 µM],·
CC(=O)Nc1ccc([C@@H](O)[C@H]2COCC(=O)N2CC(C)C)cc1,-3%[174 µM],?,-16%[87.6 µM],8,-6%[172 µM],6%[87.6 µM],0%[172 µM]
CNC(=O)[C@H]1CN(C(=O)c2ccc(C)cc2)[C@]2(C)C(=O)N(CC3CC3)c3ccccc3[C@H]12,-11%[46.1 µM],i,45%[activator][25.6 µM],7,·,4%[23.9 µM],?
COc1cccc(-c2cc(C3CCN(C(=O)Nc4ccc(Cl)cc4F)CC3)[nH]n2)c1,?,-4%,-4%,-3,-11%,-3%,?
COc1ccc(CNC(=O)CC[C@@H]2CNC(=O)[C@@H]3C[C@H](NCc4ccc(F)cc4)CN23)cc1,-1%,i,-5%,-11,1%,5%,-3%
COc1ccc(-c2nc(-c3cc4cc(Br)ccc4oc3=O)cs2)cc1,·,·,-22%,0,·,6%,·
COc1cccc(S(=O)(=O)N2C[C@@H](C)[C@](O)(C3CCC3)C2)c1,-26%,?,7%,5,2%,6%,-14%
O=C(c1ccc(Oc2ccccc2)cc1)N1CCNc2cnc(Nc3cccc(C(F)(F)F)c3)nc2C1,25µM*,0%,?,10,-1%,-10%,22µM*
COc1ccccc1-c1cc(C(=O)NCc2cccc(Cl)c2)nn2cccc12,?,2%,?,1,·,-2%,45µM*
Cc1ccc(-n2cnc3cc(C(=O)NC4CCCCCC4)ccc32)c(C)c1,·,·,?,12,·,12%,·

# Source: PubChem BioAssay (National Center for Advancing Translational Sciences (NCATS))
